# IEC-6 cytotox = counter-screen for KLF5 inhibitors: cytotoxicity in IEC-6 cells | inhibition, % at 5 µM | hit rate 0.78% among 290,000 | IEC-6 cytotoxicity, luminescence viability | AID 1825; in the data active = inhibition above about 22%;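 note: 0% = plate median of test compound wells and 100% = cytotoxic reference compound wells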
# HSF-1 act = increases HSF-1 driven luciferase reporter signal. activation, % at 9 µM. hit rate 1.7% among 300,000. NIH3T3-HGL HSF-1 luciferase reporter, MG132, 8 h; 100% = twice DMSO control signal;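 active = mean replicate activation of at least 50% with a set share of replicates each reaching 50%; inconclusive = only one of those two conditions met; inactive = mean below 50% and too few replicates reaching it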;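 note: 0% = median of the neutral control wells and 100% = twice that signal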
# AI-2 QS mod = Vibrio harveyi AI-2 quorum sensing modulation. Vibrio harveyi JMH597 AI-2 luminescence/OD600 ratio, 9 h; active compounds read low; strain lacks LuxN and CqsS sensors; 0 = neutral-control median. activity change, % at 7.5 µM. hit rate 0.4% among 300,000. AID 2094; in the data active = activity change below about -75%, passing the limit was not always enough; inconclusive = no clear call, values can overlap the other calls;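 note: luminescence divided by OD600 gain over 9 h not by final OD600 alone; inactives centre near 13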
# Platelet DG rel = platelet dense granule release activity; human platelet-rich plasma, SFLLRN dense granule ATP release, luminescence; hit rate 0.22% among 300,000; inhibition, %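 (compounds screened at 7.5 µM in platelet-rich plasma)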; AID 1663;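 active = mean replicate score, as percent of positive control, at or above 50; inconclusive = mean below 50 but at least one replicate at or above 50; inactive = mean and every replicate below 50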
# HIF activator = HIF pathway transcriptional activation; hit rate 0.32% among 300,000; U2OS HRE-luciferase reporter, luminescence; normalized: DMSO 0%, desferrioxamine 100%; activation, % at 7.5 µM (by protocol);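 active = mean activation of at least 10% of the iron chelator positive control signal, with at least half of replicates also reaching 10%; inconclusive = mean and replicate majority disagree about reaching 10%; inactive = mean and most replicates under 10%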
# HSF1 inh = HSF1 inhibition. activity change, negative = inhibition, % at 7.5 µM (by protocol). NIH3T3-HGL HSE-luciferase, MG132-induced, luminescence 8 h; active compounds read low. hit rate 0.77% among 300,000;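 active = more than half of replicate wells show activity change below -50%, luminescence cut by over half; inconclusive = some wells, but at most half, below -50%; inactive = no replicate well below -50%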;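 note: luciferase reports HSF-1 transcriptional activity via heat shock element; 0% = median of DMSO wells and -100% = zero luminescence signal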
# KLF5 inhibitor = inhibitors of KLF5 expression | DLD-1 KLF5 promoter-luciferase reporter, luminescence | inhibition, % at 5 µM | hit rate 0.23% among 290,000;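 active = inhibition above a per-plate limit of that plate's mean compound inhibition plus 3 SD, cut at about 60% in these data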;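 note: 0% = DMSO wells and 100% = LY294002 at 200 µM; higher means less KLF5 promoter-driven luciferase light; inactives centre near -14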
# HSP90 inh = blocks HSP90-mediated luciferase refolding in reticulocyte lysate | hit rate 0.91% among 290,000 | AID 1789 | Rabbit reticulocyte lysate, luciferase refolding luminescence, 3 h | inhibition, % at 5.6 µM;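 active = inhibition above the screen-wide mean plus 3 SD, computed separately per campaign, cut at about 16% in these data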;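 note: 0% = DMSO wells and 100% = 60 µM geldanamycin wells; inhibitors lower the luminescence because luciferase stays unfolded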
# HDAC3 inhib = inhibitors of human histone deacetylase 3 | O15379 | recombinant HDAC3, fluorogenic peptide/trypsin coupled, fluorescence | inhibition, % at 8.3 µM | hit rate 0.15% among 320,000 | AID 2718; in the data active = inhibition above about 26%, passing the limit was not always enough; inconclusive = no clear call, values can overlap the other calls
# Target sequence (O15379 whole entry, looked up): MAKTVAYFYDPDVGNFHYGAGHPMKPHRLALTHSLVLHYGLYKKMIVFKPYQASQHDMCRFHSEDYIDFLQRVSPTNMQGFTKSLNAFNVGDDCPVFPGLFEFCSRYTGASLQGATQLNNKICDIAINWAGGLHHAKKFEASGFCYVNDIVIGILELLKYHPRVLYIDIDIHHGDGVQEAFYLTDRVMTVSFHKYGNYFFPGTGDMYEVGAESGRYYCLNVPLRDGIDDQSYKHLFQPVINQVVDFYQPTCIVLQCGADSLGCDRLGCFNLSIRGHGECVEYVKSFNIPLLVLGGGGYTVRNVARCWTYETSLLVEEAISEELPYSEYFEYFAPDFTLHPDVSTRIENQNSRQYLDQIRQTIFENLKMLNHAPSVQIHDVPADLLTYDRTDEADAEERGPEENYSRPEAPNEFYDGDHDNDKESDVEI
# aSyn 5UTR inh = 5' untranslated region of α-synuclein, MLPCN primary screen; alpha-synuclein 5'UTR reporter, inhibitor activity; inhibition, % (tested at 7.5 µM); hit rate 0.82% among 300,000; AID 1813; in the data active = inhibition above about 60%; inconclusive = no clear call, values can overlap the other calls;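 note: H4 neuroglioblastoma cells stably carrying SNCA 5'UTR luciferase fusion; 0% = DMSO wells and 100% = positive control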
# Starred values were filed as active, the others as inactive; ? = inconclusive; . = no result given.
# Keys: A = IEC-6 cytotox; B = HSF-1 act; C = AI-2 QS mod; D = Platelet DG rel; E = HIF activator; F = HSF1 inh; G = KLF5 inhibitor; H = HSP90 inh; I = HDAC3 inhib; J = aSyn 5UTR inh
Fc1ccc(C2C3=C(Nc4ncnn42)c2ccccc2OC3c2ccncc2)cc1 (stereo unspecified)
  A: -6	B: -2	C: 19	D: -2	E: -0.6	F: 2	G: -14	H: 4	I: -18	J: 37
CCOC(=O)c1c(NC(=O)CSc2nc3c(c(=O)n(C)c(=O)n3C)n2C(C)C)sc(C)c1C
  A: -2	B: 19	C: 16	D: 2	E: .	F: -4	G: -5	H: 0	I: -1	J: 26
C=CCN1C(=O)N(c2ccc(Cl)cc2)C(=O)C1CC(=O)Nc1ccc(F)cc1 (stereo unspecified)
  A: -6	B: 23	C: -11	D: 5	E: 0.2	F: -1	G: -34	H: -2	I: 0	J: 7
Cc1cccc(CS(=O)(=O)c2ncc(CO)n2C)c1
  A: -7	B: 9	C: 7	D: 6	E: -6.2	F: 1	G: -46	H: 0	I: -14	J: 6
CCOc1cc(C(=O)OC(C)C(=O)Nc2ncc(Cl)cc2Cl)ccc1OCC(=O)N1CCOCC1 (stereo unspecified)
  A: 10	B: 6	C: -5	D: 0	E: -0.3	F: 3	G: -17	H: 5	I: ?	J: -20
Cc1noc(C)c1CN(C(=S)NC(C)C)c1ccccc1
  A: -1	B: -12	C: 19	D: -23	E: -0.7	F: -10	G: -37	H: -5	I: 6	J: 5
O=[N+]([O-])c1ccc(Cn2cc(-c3cccc(C(F)(F)F)c3)nn2)cc1
  A: 9	B: 3	C: 6	D: 0	E: 1.5	F: 2	G: -91	H: 1	I: 3	J: 19
CN1CCN(C(=O)c2ccc(N3CCCC3=O)cc2)CC1
  A: 1	B: 8	C: -2	D: -6	E: -0.2	F: -3	G: -29	H: 3	I: -7	J: -6
Cn1cc(C(=O)O)c(-c2ccc3c(c2)OCCCO3)n1
  A: 4	B: -3	C: .	D: -6	E: 1.3	F: -6	G: -5	H: -3	I: -7	J: -11
CCn1nnnc1SCC(=O)Nc1cccc(NC(C)=O)c1
  A: 0	B: -16	C: 17	D: 16	E: 0.0	F: -4	G: -37	H: 1	I: -1	J: 12

# One compound at a time, as listed above. Values in the order: IEC-6 cytotox	HSF-1 act	AI-2 QS mod	Platelet DG rel	HIF activator	HSF1 inh	KLF5 inhibitor	HSP90 inh	HDAC3 inhib	aSyn 5UTR inh
# Cc1cccc(CS(=O)(=O)c2ncc(CO)n2C)c1 is listed as -7	9	7	6	-6.2	1	-46	0	-14	6
# CCOC(=O)c1c(NC(=O)CSc2nc3c(c(=O)n(C)c(=O)n3C)n2C(C)C)sc(C)c1C is listed as -2	19	16	2	.	-4	-5	0	-1	26
# Cc1noc(C)c1CN(C(=S)NC(C)C)c1ccccc1 is listed as -1	-12	19	-23	-0.7	-10	-37	-5	6	5
# CCOc1cc(C(=O)OC(C)C(=O)Nc2ncc(Cl)cc2Cl)ccc1OCC(=O)N1CCOCC1 (stereo unspecified) is listed as 10	6	-5	0	-0.3	3	-17	5	?	-20
# C=CCN1C(=O)N(c2ccc(Cl)cc2)C(=O)C1CC(=O)Nc1ccc(F)cc1 (stereo unspecified) is listed as -6	23	-11	5	0.2	-1	-34	-2	0	7

# Taken from the results shown, 3 compounds:
# Keys: A = IEC-6 cytotox; B = HSF-1 act; C = AI-2 QS mod; D = Platelet DG rel; E = HIF activator; F = HSF1 inh; G = KLF5 inhibitor; H = HSP90 inh; I = HDAC3 inhib; J = aSyn 5UTR inh
CN1CCN(C(=O)c2ccc(N3CCCC3=O)cc2)CC1
  A: 1	B: 8	C: -2	D: -6	E: -0.2	F: -3	G: -29	H: 3	I: -7	J: -6
Cn1cc(C(=O)O)c(-c2ccc3c(c2)OCCCO3)n1
  A: 4	B: -3	C: .	D: -6	E: 1.3	F: -6	G: -5	H: -3	I: -7	J: -11
CCn1nnnc1SCC(=O)Nc1cccc(NC(C)=O)c1
  A: 0	B: -16	C: 17	D: 16	E: 0.0	F: -4	G: -37	H: 1	I: -1	J: 12

# Continuation:
# Keys: A = IEC-6 cytotox; B = HSF-1 act; C = AI-2 QS mod; D = Platelet DG rel; E = HIF activator; F = HSF1 inh; G = KLF5 inhibitor; H = HSP90 inh; I = HDAC3 inhib; J = aSyn 5UTR inh
Cc1cccc(CC(=O)c2c[nH]c3ccccc23)c1
  A: 0	B: 12	C: 18	D: 11	E: 2.2	F: 11	G: -35	H: -2	I: -5	J: -9
COCc1cc(=O)[nH]c(-c2csc(C)n2)n1
  A: 3	B: 7	C: 24	D: 2	E: -0.3	F: -4	G: -21	H: 4	I: 2	J: 2
CCc1cc(=O)[nH]c(SCCC(F)=C(F)F)n1
  A: -2	B: 6	C: 7	D: -2	E: -0.2	F: 11	G: -4	H: 3	I: -3	J: -5
COc1ccc(C(=O)N/N=C/c2ccccn2)cc1OC
  A: 6	B: 4	C: 17	D: 1	E: 0.0	F: 3	G: -33	H: 4	I: 5	J: -6
O=C(CSc1ncccn1)NC(=O)Nc1ccc2c(c1)OCCO2
  A: 5	B: 14	C: 28	D: 3	E: 2.6	F: 14	G: -61	H: -2	I: 3	J: -58
COC(=O)c1c(NC(=O)C(Cl)Cl)sc2c1C(C(=O)OC)CC2 (stereo unspecified)
  A: 9	B: 8	C: -9	D: 3	E: -1.4	F: 7	G: -28	H: 2	I: 2	J: 17
CCc1[nH]c(=S)c(C#N)c2c1CCCC2
  A: -1	B: -1	C: 14	D: -7	E: 0.1	F: -7	G: -13	H: -3	I: 1	J: 26
Cc1ccc(Cn2c(O)c(N=NC(=S)Nc3ccccc3F)c3ccccc32)cc1
  A: -4	B: -17	C: 18	D: -3	E: 0.0	F: -21	G: -22	H: -3	I: 0	J: 71*
Fc1ccc(CNc2nc3ccccc3n3cnnc23)cc1
  A: 9	B: 9	C: 33	D: 2	E: 0.2	F: 8	G: -6	H: -1	I: -7	J: 25
COc1ccc(N(C)S(=O)(=O)c2cccc3cccnc23)c(OC)c1
  A: 2	B: -8	C: 14	D: 7	E: 2.1	F: -10	G: -3	H: 2	I: 3	J: 8
C(=N\Nc1nc(Nc2ccccc2)nc(Nc2ccccc2)n1)/c1ccncc1
  A: 3	B: 7	C: -9	D: -4	E: -0.2	F: -1	G: -9	H: 0	I: -1	J: -3
Cc1ccc(C)c(NC(=O)CCN2CCCC(C)C2)c1 (stereo unspecified)
  A: -2	B: 3	C: 22	D: -8	E: -34	F: -5	G: -39	H: 7	I: -10	J: 3
Cc1ccc2cccc(Oc3ncnc4scc(-c5ccccc5)c34)c2n1
  A: 2	B: 4	C: 11	D: 19	E: -0.5	F: -1	G: -5	H: 9	I: 5	J: 52
CC(=O)c1cnn(-c2ccc(Cl)c(Cl)c2Cl)c1C
  A: -2	B: 7	C: 7	D: 7	E: 0.4	F: -5	G: -1	H: -1	I: -3	J: -31
COc1cccc(NC(=O)c2cccc(N3C(=O)C4CCC(C)CC4C3=O)c2)c1 (stereo unspecified)
  A: -3	B: 8	C: 13	D: 9	E: -0.2	F: -2	G: -23	H: -3	I: 4	J: -4
Cc1nn(-c2ccccc2)c(Cl)c1/C=N/NC(=O)CNc1n[nH]c(=O)[nH]c1=O
  A: 0	B: 25	C: 33	D: 4	E: -0.1	F: 0	G: -24	H: -1	I: -3	J: 7
CN(C)C(=O)/C(=C\c1cccc(Oc2ccccc2)c1)NC(=O)c1ccccc1
  A: -7	B: 10	C: 15	D: -12	E: 0.5	F: -3	G: 6	H: 4	I: -2	J: -13
CC(=O)c1ccc(OCc2cc(C(=O)N3CCN(C4CCCC4)C(=O)C3)no2)cc1
  A: 2	B: 3	C: 37	D: 2	E: 0.8	F: 5	G: -52	H: -1	I: 2	J: -47
CCOC(=O)c1c(C(=O)OCC)c(C)n(Cc2cc(OC)c(OC)c(OC)c2)c1C
  A: 0	B: 5	C: -9	D: -3	E: -2.9	F: 0	G: -3	H: 4	I: 0	J: 21
COc1ccccc1N1CCN(C(=O)c2ccc(Cl)c(S(=O)(=O)N3CCCC3)c2)CC1
  A: -3	B: 16	C: -1	D: -2	E: 0.0	F: 3	G: -34	H: -2	I: -1	J: 6
CC(C)(C)n1ncc2c(=O)n(CC(=O)NCCc3ccccc3)cnc21
  A: -2	B: 4	C: 10	D: -26	E: 0.0	F: 4	G: -28	H: -2	I: 5	J: -21
COc1ccccc1/C=C1\SC(=S)N(CC(=O)Nc2nnc(C)s2)C1=O
  A: 4	B: -11	C: 16	D: 17	E: -0.3	F: 4	G: -24	H: 2	I: -1	J: 42
O=C1CCC(C(=O)N2CCc3ccccc3C2)CN1CCCN1CCOCC1 (stereo unspecified)
  A: 2	B: -7	C: -5	D: -11	E: -0.2	F: -1	G: -20	H: 5	I: .	J: 6
Fc1ccccc1N1CCN(Cc2cccnc2)CC1
  A: -1	B: .	C: 23	D: -1	E: -0.3	F: .	G: -11	H: -1	I: -3	J: -5
COc1cc(OC)c2c(c1)OC(c1ccc(OC)c(OC)c1)C(O)C2=O (stereo unspecified)
  A: -1	B: 6	C: 20	D: 10	E: 0.0	F: 5	G: -21	H: -5	I: 6	J: 11
COc1ccccc1-n1nc(C)c(-c2ccccc2)c1N
  A: -2	B: 42	C: 10	D: -6	E: 0.1	F: 16	G: -27	H: -2	I: -9	J: 4
O=C1c2oc3ccc(Cl)cc3c(=O)c2C(c2cccc(Br)c2)N1CCO (stereo unspecified)
  A: 5	B: 16	C: -3	D: 3	E: -0.1	F: 1	G: -1	H: 7	I: 1	J: 3
COc1cccc(-c2nn3c(-c4cc(C)[nH]n4)nnc3s2)c1
  A: 2	B: 35	C: 36	D: 6	E: -0.5	F: 10	G: -8	H: -3	I: -6	J: -15
NNC(=O)CNC(c1ccccc1)c1cc(Br)ccc1NC(=O)c1cccc(Cl)c1 (stereo unspecified)
  A: 1	B: 6	C: 7	D: 2	E: -0.4	F: 2	G: -10	H: 3	I: 5	J: 4
Cc1cccc2cc(CN(Cc3nnnn3Cc3ccco3)C3CCCC3)c3nnnn3c12
  A: 1	B: 23	C: 21	D: -2	E: -6.0	F: 10	G: -20	H: -1	I: -2	J: 13
CCC(C)(C)C(=O)Nc1ncc(S(=O)(=O)c2ccc([N+](=O)[O-])cc2)s1
  A: 1	B: 17	C: 23	D: -5	E: -0.4	F: 7	G: 2	H: 0	I: 2	J: 7
Cc1cc(C)c(COCc2cc(/C=N/O)c(C)cc2C)cc1/C=N/O
  A: 4	B: 15	C: 20	D: 1	E: -0.3	F: 9	G: -30	H: -2	I: 9	J: -8
CCN1C(C(=O)c2ccccc2)=C(Nc2ccccc2C)c2ccccc2S1(=O)=O
  A: -4	B: 23	C: 34	D: -7	E: -0.4	F: 2	G: -39	H: -6	I: 7	J: 4
O=C(C[n+]1cc(-c2ccc(F)cc2)n2c1CCC2)Nc1nc(-c2ccc(F)cc2)cs1
  A: -2	B: 5	C: 15	D: 6	E: -0.2	F: -4	G: -3	H: -5	I: 1	J: -63
COc1ccc(S(=O)(=O)Nc2ccccc2C(=O)NC(C)(C)C)cc1OC
  A: 0	B: 1	C: 14	D: -14	E: 0.5	F: 0	G: 6	H: 1	I: -1	J: 23
COc1ccc(C(=O)CCC(=O)Nc2ccc(N3CCCCC3)cc2)cc1OC
  A: -11	B: -13	C: 34	D: 3	E: 0.0	F: 3	G: -30	H: -2	I: 0	J: 17
